# From PubChem BioAssay
# Pemphigus Ab inh – inhibitors of pemphigus antibody binding to DSG3, primary screen, biochemical, bead-based, flow cytometry, scFv-GFP; Desmoglein-3 (Homo sapiens), P32926; DSG3-coupled beads, scFv-anti-DSG3-GFP binding; stronger effect = lower value; binding (percent of control), % at 10 µM; hit rate 0.48% among 310,000; AID 588358, 2011;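 active means binding more than 3 SD below its plate's average and above zero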; further: some compounds called inactive have numbers as strong as hits
# MITF act – activators of MITF-driven TRPM1 promoter reporter, primary screen, cell-based, SK-MEL-5, luciferase, single point; SK-MEL-5 TRPM1-promoter luciferase, 24 h; % of positive control, neutral wells = 0; activation, % at 12.5 µM; hit rate 0.75% among 300,000;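 active means mean activation of at least 80% with every replicate also reaching 80%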;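 further: 0% = neutral control wells and 100% = parthenolide positive control wells; values of inactives mirror those of a sister screen read the other way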
# SR-BI HDL uptake – inhibitors of SR-BI mediated HDL lipid uptake, primary screen, ldlA[mSR-BI] cells, fluorescence, single point; Scavenger receptor class B member 1 (Mus musculus), Q61009; ldlA[mSR-BI] CHO cells, DiI-HDL uptake fluorescence, 3 h; inhibition, % at 12.5 µM; hit rate 0.96% among 320,000; AID 488896, 2010;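 active means mean replicate inhibition of at least 70% and a set share of replicates each scoring 70 or more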;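 further: 0% = median of neutral control wells and 100% = median of positive control wells; values of inactives mirror those of a sister screen read the other way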
# CDK5 inh – inhibitors of human CDK5/p35 kinase, primary screen, biochemical, single concentration. inhibition, % at 10 µM. hit rate 0.01% among 330,000. Recombinant CDK5/p35, ADP-Glo luminescence, 60 min. Cyclin-dependent kinase 5 (Homo sapiens) + Cyclin-dependent kinase 5 activator 1 (Homo …. AID 488839, 2010;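 active means highest replicate inhibition of at least 50% and at least 75% of replicates reaching 50%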;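 further: plate controls were DMSO neutral control for no effect and GW8510 at 10 µM for full effect; many of its hits are not listed in these tables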
# Target sequence (Q00535 whole entry, looked up): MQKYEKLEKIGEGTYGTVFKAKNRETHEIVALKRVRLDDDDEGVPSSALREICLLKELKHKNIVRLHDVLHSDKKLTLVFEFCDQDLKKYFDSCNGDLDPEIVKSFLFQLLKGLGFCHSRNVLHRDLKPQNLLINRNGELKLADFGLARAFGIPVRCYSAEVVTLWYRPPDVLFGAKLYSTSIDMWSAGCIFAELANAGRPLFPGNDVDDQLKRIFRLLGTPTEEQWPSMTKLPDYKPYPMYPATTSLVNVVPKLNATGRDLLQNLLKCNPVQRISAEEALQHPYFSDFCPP
# Target sequence (Q15078 whole entry, looked up): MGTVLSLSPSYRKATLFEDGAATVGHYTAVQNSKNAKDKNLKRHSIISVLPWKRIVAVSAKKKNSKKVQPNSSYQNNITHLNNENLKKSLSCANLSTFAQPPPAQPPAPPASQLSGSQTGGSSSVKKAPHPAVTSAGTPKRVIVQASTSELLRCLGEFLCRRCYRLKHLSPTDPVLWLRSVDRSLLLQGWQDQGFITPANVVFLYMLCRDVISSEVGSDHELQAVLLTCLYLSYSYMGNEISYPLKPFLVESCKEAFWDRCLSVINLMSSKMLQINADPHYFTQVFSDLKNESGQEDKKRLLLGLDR
# SR-BI uptake up – activators of SR-BI mediated DiI-HDL uptake, primary screen, ldlA[mSR-BI] CHO cells, DiI fluorescence. activation, % at 12.5 µM. 3 h; 100 = double the neutral-control signal. hit rate 0.096% among 320,000;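 active means mean replicate activation of at least 60% and every replicate at or above 60%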;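 further: 0% = median plate neutral-control signal and 100% = twice that signal; values of inactives mirror those of a sister screen read the other way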
#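 Assay system: LDL receptor-deficient CHO ldlA cells overexpressing murine SR-BI / Medium: BSA-supplemented, HEPES-buffered Ham's F12, pH 7.4 / Probe or stimulus: DiI-labelled HDL at 10 µg/mL final / Timing: compound with DiI-HDL co-incubation, 3 h at 37 °C / Technique: bottom-read cell fluorescence after medium removal, ex 550/em 595 nm / Measure: HDL uptake via cellular fluorescence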
# Arrestin-AP2 inh – inhibitors of beta-arrestin/AP2 binding, primary screen, biochemical, GPCR trafficking, flow cytometry. beta-arrestin 1 C-terminal peptide binding to AP2 beta2-adaptin appendage (human). FITC-arrestin peptide / GST-AP2 beads; AP2 beta2 appendage carries R879A mutation. inhibition, % at 10 µM. hit rate 0.31% among 340,000. AID 504490, 2011;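 active means inhibition above a set limit, near 3 SD of compounds lacking own fluorescence, cut at about 54% in these data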;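 further: plate controls were DMSO wells for no effect and 5 µM unlabelled arrestin peptide for full effect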
#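 System: GST-AP2 R879A glutathione beads; medium: PBS, Tween 20 0.05%, BSA 0.1%; reagent: fluorescein-tagged arrestin peptide at 50 nM final; schedule: pre-incubation 12 min, peptide binding 1 h, room temperature; detection: flow cytometry, FL1 (488/535 nm); read-out: inhibition as reduced fluorescein signal on beads, percent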
# SUMO Mot1 rescue – yeast Mot1-301 growth rescue at high temperature, primary screen, SUMOylation pathway inhibitor project, S. cerevisiae, ATP luminescence, 38.5C | S. cerevisiae Mot1-301 growth rescue; percent above DMSO median, 100 means doubled | AID 2716, 2010 | growth rescue, % at 18.8 µM | hit rate 1% among 320,000;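 active means every valid replicate shows activation above 250% relative to neutral control wells; inactive means the rest, any valid replicate at or below 250%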;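 further: OY570 slx delta 5 strain wells were the positive control but not used for scaling; some compounds called inactive have numbers as strong as hits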
# PKA-R2B act – activators of PKA-R2B holoenzyme, primary screen, biochemical, fluorescence polarization, Cy5-IP20, human | PKA-R2B holoenzyme dissociation; R2B truncated from residue 108, S112A mutant; 0% DMSO only, 100% 113 µM cGMP | activation, % at 11.4 µM | hit rate 0.079% among 340,000 | AID 504700, 2011;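 active means activation above a cutoff set at the mean over all compounds plus 3 SD, cut at about 18% in these data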;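 further: higher means more holoenzyme dissociation and a rise in polarization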
# dFosB act – activators of delta FosB homodimer, primary screen, biochemical, fluorescence polarization, TAMRA-CDK5 oligo, single point | Protein FosB (Mus musculus), P13346 | purified delta FosB; percent of positive-control signal above neutral wells | activation, % at 25 µM | hit rate 0.99% among 340,000;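 active means mean activation above about 17%, with every replicate also reaching it, limit read from the data, passing the limit was not always enough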;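 further: fluorescence polarization rise as delta FosB binds a TAMRA Cdk5 AP-1 oligo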
# Target sequence (P13346 whole entry, looked up): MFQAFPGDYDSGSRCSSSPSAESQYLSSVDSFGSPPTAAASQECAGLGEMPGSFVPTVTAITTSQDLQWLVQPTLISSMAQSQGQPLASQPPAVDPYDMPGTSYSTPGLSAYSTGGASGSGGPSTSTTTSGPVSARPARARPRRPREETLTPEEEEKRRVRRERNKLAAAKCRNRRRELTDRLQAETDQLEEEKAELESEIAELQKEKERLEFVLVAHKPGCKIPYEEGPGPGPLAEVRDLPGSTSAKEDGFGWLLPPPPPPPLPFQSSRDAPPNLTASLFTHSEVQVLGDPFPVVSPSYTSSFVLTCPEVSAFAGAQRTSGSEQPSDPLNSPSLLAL
# PKA-R1A activ – activators of PKA-R1A holoenzyme, primary screen, biochemical, fluorescence polarization, Cy5-IP20, bovine R1A, mouse PKAc; hit rate 0.083% among 340,000; PKA-R1A dissociation; scaled: DMSO 0%, 113 µM cGMP 100%; cAMP-dependent protein kinase type I-alpha regulatory subunit (Bos taurus) + …; activation, % at 11.4 µM;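 active means percent activation above the mean of all tested compounds plus 3 SD, cut at about 19% in these data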;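 further: higher means more PKAc released from R1A so a rise in polarization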
# NSD2 HMT inh – NSD2 histone methyltransferase inhibitors, primary screen, biochemical, AlphaScreen, single concentration, set 2; NSD2 peptide methylation, 120 min; inhibition, % at 12.5 µM; hit rate 0.54% among 310,000; AID 743445, 2014; in the data active means inhibition above about 50%
# * marks the source's active call; other numbers are inactive results; i = inactive; . = no result given.
SMILES,Pemphigus Ab inh,MITF act,SR-BI HDL uptake,CDK5 inh,SR-BI uptake up,Arrestin-AP2 inh,SUMO Mot1 rescue,PKA-R2B act,dFosB act,PKA-R1A activ,NSD2 HMT inh
COc1ccc(-c2cc(C(=O)Nc3ccccc3)on2)cc1,96,101*,9,-2.2,-9,-5,-19,-17,11,3,-3
Cc1cc(-c2ccc(C)c(S(=O)(=O)NCCCN3CCN(c4ccccc4F)CC3)c2)on1,107,-35,33,-3.1,-33,0,75,5,-17,5,-2
COc1ccc(-c2csc(NCc3ccco3)n2)cc1,105,28,14,0.3,-14,0,-7,3,-3,-6,7
CCN(CC)CCNC(=O)C1CCN(S(=O)(=O)N2CCCCC2)CC1,106,-9,-2,0.3,2,-3,-12,-13,3,3,9
O=C(Nc1ccccc1C(=O)NCc1ccccc1)c1ccccc1,100,2,-6,-1.3,6,-4,-11,-1,-10,3,-1
CCCCC(=O)N(CCOC)c1nnc(-c2ccc(OC)cc2)s1,95,4,35,0.6,-35,-2,3,-5,-11,13,7
Cc1ccc(OC(C)C(=O)N2CCN(c3ccccn3)CC2)cc1 (configuration not stated),163,3,-23,0.7,23,11,.,-6,-7,-16,-2
COc1ccc(C(CC(=O)Nc2ccccn2)N2Cc3ccccc3C2=O)cc1 (configuration not stated),97,46,2,-0.7,-2,-9,7,6,1,4,0
CCOC(=O)C(C)Sc1nc(-c2cccs2)ccc1C#N (configuration not stated),100,5,-8,-1.5,8,6,88,-10,-9,-16,-3
O=S(=O)(NC1c2cccc3cccc(c23)C1N1CCN(CCO)CC1)c1ccccc1 (configuration not stated),107,-37,-8,-0.3,8,14,.,6,0,7,10
O/N=C/c1ccc2ccccc2n1,106,.,-82,-1.7,82*,-5,14,8,-5,-8,-1
CCCN(C(=O)c1cc(Cl)nc2ccccc12)c1c(N)n(Cc2ccccc2)c(=O)[nH]c1=O,105,-3,-41,0.9,.,-2,-17,-4,-3,0,-1
CCNC(=O)COC(=O)c1cc(=O)[nH]c2ccccc12,92,-7,-3,-1.4,3,2,-15,-8,-1,6,0
O=C(c1nc2ccc(Cl)cn2c1CNCC[C@@H]1C[C@@H]2C=C[C@H]1C2)N1CCCCCCC1,105,-1,0,0.0,0,0,-11,1,-3,-15,2
CCOC(=O)N1CCC(Nc2cc(C)nc3c(-c4ccccc4OC)c(C)nn23)CC1,103,-20,9,0.6,-9,19,36,-13,-21,-6,.
COc1ccc(C2=NN(C(=O)CSc3ncccn3)C(c3ccc(OC)cc3)C2)cc1 (configuration not stated),135,17,-9,0.1,9,-1,27,-9,2,0,1
Cc1cc(=O)oc2cc(OCC(=O)NCC3CCC(C(=O)O)CC3)ccc12 (configuration not stated),102,3,-6,-2.0,6,2,176,-1,-4,-4,.
O=C(Cc1ccccc1)N1CCC2(CC1)NCCc1[nH]cnc12,100,3,-11,0.0,11,-8,-3,-9,3,-11,3
CCOC(=O)C(C(=O)OCC)c1c([N+](=O)[O-])c(=O)n2c3c(cccc13)CCC2,94,-15,2,0.5,-2,37,-9,13,-3,5,0
O=C(c1ccc2c(c1)OCO2)N1CCN=C1SCc1ccccc1,108,10,-2,0.5,2,1,318,-6,-3,-1,.
O=C(CCN1C(=O)c2ccccc2C1=O)Nc1cccc(F)c1,103,-6,7,3.4,-7,8,3,0,-3,7,-2
CCOC(=O)CSC1=C(C#N)C(c2ccccc2OCC)C(C(=O)OCC)C(=O)N1 (configuration not stated),.,11,23,0.5,-23,-1,.,-10,-7,-6,-1
C=CCOc1ccc(CNc2nccs2)cc1OCC,102,-7,33,0.1,-33,-6,-18,-4,-12,0,-2
CC1(C)CC(OC(=O)c2ccccc2)CC(C)(C)N1,96,7,-5,-0.3,5,4,17,7,-7,8,5

# Sorted by molar mass (smallest number first): some entries from above.
SMILES,Pemphigus Ab inh,MITF act,SR-BI HDL uptake,CDK5 inh,SR-BI uptake up,Arrestin-AP2 inh,SUMO Mot1 rescue,PKA-R2B act,dFosB act,PKA-R1A activ,NSD2 HMT inh
O/N=C/c1ccc2ccccc2n1,106,.,-82,-1.7,82*,-5,14,8,-5,-8,-1
CCNC(=O)COC(=O)c1cc(=O)[nH]c2ccccc12,92,-7,-3,-1.4,3,2,-15,-8,-1,6,0
C=CCOc1ccc(CNc2nccs2)cc1OCC,102,-7,33,0.1,-33,-6,-18,-4,-12,0,-2
O=C(Cc1ccccc1)N1CCC2(CC1)NCCc1[nH]cnc12,100,3,-11,0.0,11,-8,-3,-9,3,-11,3
O=C(CCN1C(=O)c2ccccc2C1=O)Nc1cccc(F)c1,103,-6,7,3.4,-7,8,3,0,-3,7,-2
O=C(c1ccc2c(c1)OCO2)N1CCN=C1SCc1ccccc1,108,10,-2,0.5,2,1,318,-6,-3,-1,.
Cc1cc(=O)oc2cc(OCC(=O)NCC3CCC(C(=O)O)CC3)ccc12 (configuration not stated),102,3,-6,-2.0,6,2,176,-1,-4,-4,.
CCOC(=O)N1CCC(Nc2cc(C)nc3c(-c4ccccc4OC)c(C)nn23)CC1,103,-20,9,0.6,-9,19,36,-13,-21,-6,.
COc1ccc(C2=NN(C(=O)CSc3ncccn3)C(c3ccc(OC)cc3)C2)cc1 (configuration not stated),135,17,-9,0.1,9,-1,27,-9,2,0,1
O=C(c1nc2ccc(Cl)cn2c1CNCC[C@@H]1C[C@@H]2C=C[C@H]1C2)N1CCCCCCC1,105,-1,0,0.0,0,0,-11,1,-3,-15,2
CCCN(C(=O)c1cc(Cl)nc2ccccc12)c1c(N)n(Cc2ccccc2)c(=O)[nH]c1=O,105,-3,-41,0.9,.,-2,-17,-4,-3,0,-1

# The listing continues:
SMILES,Pemphigus Ab inh,MITF act,SR-BI HDL uptake,CDK5 inh,SR-BI uptake up,Arrestin-AP2 inh,SUMO Mot1 rescue,PKA-R2B act,dFosB act,PKA-R1A activ,NSD2 HMT inh
COc1ccc(-c2cc3ccccc3oc2=O)cc1,102,.,1,1.6,-1,14,50,1,-7,8,-1
C/C(=N/NC(=O)CNC(=O)COc1ccccc1)c1ccco1,89,-17,-8,-4.2,8,4,4,3,-1,-3,0
COc1ccc(-c2nc(C)ncc2-c2csc(C)n2)c(O)c1,107,7,49,-1.5,-49,-4,3,-8,-11,8,0
CC1CCc2c(sc(NC(=O)CSc3nc4c(c(C(F)(F)F)n3)CCc3ccccc3-4)c2C(N)=O)C1 (configuration not stated),101,-1,-33,-5.6,33,8,24,-14,-5,-6,-1
COc1ccc(CNC(=O)c2cnc(C)cn2)c(OC)c1,105,5,1,1.1,-1,1,-6,-8,3,-12,-2
O=C(CCn1c(=O)oc2ccc(Cl)cc21)N1CCN(c2ccccc2)CC1,100,0,2,1.0,-2,-4,-1,3,-7,2,1
O=C1CCN(Cc2ccccc2)C=C1c1cccc(O)c1,108,8,.,0.3,.,-2,-4,-3,-7,2,.
O=C(c1ccc(Cl)cc1)C(CN1CCCC1)c1ccccc1 (configuration not stated),147,.,-18,-0.7,18,-5,-31,-6,-3,-6,2
Cc1ccn2c(NC(=O)c3ccccc3)c(-c3ccccc3)nc2c1,100,15,4,0.0,-4,-4,-4,10,-8,6,0
COc1ccc(C(=O)Nc2cc(C)on2)cc1[N+](=O)[O-],102,16,2,-0.9,-2,-6,10,0,-2,-7,12
COc1ccc(-c2nc(SCC(=O)Nc3cccc(S(N)(=O)=O)c3)n[nH]2)cc1,.,12,-3,1.9,3,-3,.,-3,-11,-4,-6
O=C(NCc1ccc2c(c1)OCO2)c1cnc2ccccn2c1=O,105,-2,-6,-3.2,6,5,118,-6,-6,-7,0
Cc1ccc(NC2c3ccccc3C(=O)N2c2cccnc2)cc1 (configuration not stated),91,-5,-6,0.7,6,15,40,-8,-1,-8,0
CC12CCC(C(=O)N/N=C/c3ccc(O)cc3)(OC1=O)C2(C)C (configuration not stated),99,-7,-7,0.9,7,-5,i,-1,0,-8,-5
CC(=O)c1cccc(Nc2cc(C)nc3c(C)cccc23)c1,110,.,0,2.8,0,-11,-1,-1,1,-2,-1
Cc1ccc(C2=N/C(=C\c3c(C)nn(-c4ccccc4)c3N3CCCC3)C(=O)O2)cc1,164,1,29,-6.9,-29,-2,8,0,-6,-4,0
CCOc1ccc(CCNC(=O)CSc2nc3ncc(Cl)cc3[nH]2)cc1OCC,.,6,-8,1.1,8,9,-2,3,-8,-3,28
O=C(NCCNC(=O)C(c1ccccc1)c1ccccc1)c1ccco1,107,-11,-2,2.5,2,-19,156,0,-5,5,1

# No enrichment for hits; 4.7% or so of the library scored in one or more.
